GAA glycogen mod = inhibitors or activators of human alpha-glucosidase glycogen cleavage. P10253. recombinant GAA, glycogen substrate, Amplex Red glucose oxidase fluorescence. Potency, µM (titrated, usually from 76.4 µM), for the others: top-dose activity change, negative = inhibition, hits mostly inhibitors. 300,000 tested, 0.38% active;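 further: 0% = full enzyme reaction and -100% = no-enzyme basal signal; the screen sought inhibitors and activators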
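Recombinant enzyme (4 nM final) with compounds titrated up to 77 uM and bovine liver glycogen (30 ug) in citrate pH 5.0, 0.01% Tween-20, 37 C 40 min. Released glucose detected by Amplex Red/glucose oxidase (Ex 573/Em 610); AC50 from Hill fits.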
aGlu spleen mod = lysosomal alpha-glucosidase (human) modulation; P10253; 240,000 tested, 0.006% active; Potency, µM (doses to about 79.9 µM), for the others: at the top dose activity change, negative = inhibition, usual class: inhibitors; human spleen homogenate, 4-MU-alpha-glucoside fluorescence;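 further: 0% = enzyme with vehicle and -100% = no enzyme basal signal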
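Enzyme source: human spleen homogenate, 1 ug/well. Buffer 50 mM citric acid/K phosphate pH 5.0, 0.01% Tween-20. 4-MU-alpha-glucoside 1 mM; 37 C x 40 min; NaOH/glycine stop; fluorescence.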
GoLoco inh red = inhibitors of human Gai1-RGS12 GoLoco interaction (red fluorophore); Gai1:RGS12 GoLoco peptide FP, rhodamine, 10 min; Potency, µM (series often up to 61.6 µM), inactives show at the top dose activity, negative = inhibition, actives largely listed as inhibitors; 230,000 tested, 0.44% active; active means well fitted inhibition curve with a large enough effect, not every such curve was filed as active; inactive means no such curve, though single readings can be large or run the other way; further: on the % scale 0 is the no-effect control and ±100 the full control effect; nearly all actives have a fitted effect of over 30% in size; many of its hits are not listed in these tables
Target sequence (P63096 whole entry, looked up): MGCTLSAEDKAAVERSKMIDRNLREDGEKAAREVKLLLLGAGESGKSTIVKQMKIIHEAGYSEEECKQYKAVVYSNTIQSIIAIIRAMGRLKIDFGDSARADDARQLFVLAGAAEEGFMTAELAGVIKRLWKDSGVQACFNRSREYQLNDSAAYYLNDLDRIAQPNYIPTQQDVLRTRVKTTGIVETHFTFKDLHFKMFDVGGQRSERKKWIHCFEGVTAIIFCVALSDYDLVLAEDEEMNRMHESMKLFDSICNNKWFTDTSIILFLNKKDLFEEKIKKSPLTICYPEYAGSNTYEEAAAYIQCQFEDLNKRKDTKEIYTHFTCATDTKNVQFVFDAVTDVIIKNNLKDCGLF
GAA inhib = alpha-glucosidase (human) inhibition; P10253; purified human GAA, 4-MU-alpha-glucoside fluorescence; Potency, µM (highest dose often 76.9 µM), inactives show top-dose activity change, negative = inhibition, most hits filed as inhibitors; 200,000 tested, 0.005% active; AID 1466;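 further: plate controls were uninhibited enzyme wells for no effect and no-enzyme background for full effect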
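Fluorogenic assay: 4 nM human alpha-glucosidase with 400 uM 4-methylumbelliferyl-alpha-D-pyranoside in 50 mM citrate/phosphate, 0.005% Tween-20, pH 5.0, 20 min at room temperature. Compounds tested up to 77 uM; AC50 from Hill fits.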
HTT ATP protect = cytoprotection in Huntington HTT-Q103 PC12 cell model | PC12 HTT-Q103 induced, cytoprotection, ATP luminescence, 40 h | Potency, µM (doses to about 56.4 µM), for inactives: cytoprotection (ATP increase), most hits filed as activators | 230,000 tested, 0.14% active | AID 1471;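 further: % of control where 0% means no effect; nearly all actives have a fitted effect of over 45% in size; toxic huntingtin expression switched on by the ecdysone agonist tebufenozide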
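Compounds added alongside 100 nM tebufenozide, which induces toxic Q103 huntingtin exon 1-GFP in stable PC12 cells; surviving cells quantified by luminescent ATP measurement. Medium: phenol red-free DMEM, 5% equine and 5% calf serum.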
HttQ103 aggreg = reduces HttQ103-GFP aggregates in PC12 cells | PC12 HttQ103-GFP aggregates, Acumen cytometry, 40 h | Potency, µM (top dose mostly 46.1 µM), for the others: at the highest dose activity change, negative = inhibition, hits mostly inhibitors | 220,000 tested, 1.1% active | AID 1688; further: on the % scale 0 is the no-effect control and ±100 the full control effect; nearly all actives have a fitted effect of over 60% in size
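Using laser scanning cytometry, GFP-positive aggregates were counted after lysis of PC12 cells induced with 100 nM tebufenozide to express HTT exon 1 Q103–GFP. Compounds were tested in titration.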
IMPase Li inh = cell-permeable IMPase inhibitors with lithium potentiation. CHO-M1 cells, IP1 TR-FRET (IP-One), carbachol + lithium. Potency, µM (doses to about 59.4 µM), inactives show top-dose activity, negative = IMPase inhibition, most hits filed as inhibitors. 210,000 tested, 0.35% active;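 further: IP1 builds up when IMPase is blocked and the TR-FRET signal falls; plate controls were basal vehicle for no effect and high inhibitor control for full effect; nearly all actives have a fitted effect of over 50% in size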
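Lithium-sensitised IP1 accumulation assay; M1-expressing CHO cells treated 30 min at 37C with compound. Competitive antibody detection by time-resolved FRET followed a 10 min room-temperature lysis step.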
Starred values were filed as active, the others as inactive; [ ] = remark or other dose. Unless noted, the call rests on the fitted dose curve; in most records, active means well fitted curve in the direction sought with a large enough effect; inconclusive means small, poorly fitted or top-dose-only effect, or another doubt; inactive means no such curve, though single readings can be large; an effect the other way counts as inactive or inconclusive. Potency means the concentration at half of the fitted maximal effect. These rows are one share of the data (hit frequency here may not be typical).

For CC(=O)Nc1ccc(N(C(=O)CNC(=O)c2ccco2)C(C(=O)NCc2ccco2)c2ccccc2F)cc1 (stereo not drawn) the results were GAA glycogen mod -10%, aGlu spleen mod -7%, GoLoco inh red 10%, GAA inhib inconclusive, HTT ATP protect 33%[10 µM], HttQ103 aggreg 16%[9.22 µM] and IMPase Li inh -1%.
CC(=O)N(C(C)=O)C1=C(C#N)C2(CCCCC2)Cc2ccccc21 was read as GAA glycogen mod 3%, aGlu spleen mod -9%, GoLoco inh red 3%, GAA inhib -4%, HTT ATP protect -10%, HttQ103 aggreg -5% and IMPase Li inh -1%[38.3 µM].
CCC(C)NC(=O)Cn1c(COc2ccc(Cl)cc2Cl)nc2ccccc21 (stereo not drawn) was read as GAA glycogen mod 14%, aGlu spleen mod 3%, GoLoco inh red -6%, GAA inhib 2%, HTT ATP protect 11%[10 µM], HttQ103 aggreg 18% and IMPase Li inh 0%.
Screening COc1ccc(C(=O)N(CCN2CCOCC2)CC(=O)NC2CCCC2)cc1OC returned GAA glycogen mod -10%, aGlu spleen mod 3%, GoLoco inh red 0%, GAA inhib -1%, HTT ATP protect 5%[10 µM], HttQ103 aggreg -17% and IMPase Li inh -6%.
Screening Cc1ccc(C)c(N2C(=O)CN=C2Nc2ccccc2Cl)c1 returned GAA glycogen mod -1%, aGlu spleen mod -10%, GoLoco inh red -3%, GAA inhib -7%, HTT ATP protect 2%[10 µM], HttQ103 aggreg -5% and IMPase Li inh 8%[38.3 µM].
Screening CCOC(=O)c1ccc(N=C2C(=S)N(c3ccc(C(=O)OCC)cc3)C(=N)N2/N=C/c2ccccc2)cc1 returned GAA glycogen mod -12%, aGlu spleen mod 6%, GoLoco inh red 23%, GAA inhib 3%, HTT ATP protect 8%[10 µM], HttQ103 aggreg 19% and IMPase Li inh 25%.
For CCO[C@@H]1OC(C(=O)N2CCN(C)CC2)=C[C@H](c2ccc(C(F)(F)F)cc2)[C@H]1CCCO the results were GAA glycogen mod 9%, aGlu spleen mod 0%, GoLoco inh red 3%, HTT ATP protect 18%[10 µM], HttQ103 aggreg -1%[9.22 µM] and IMPase Li inh -4%.
Screening COc1ccc(C)cc1NC(=O)c1ccc(N(C)S(C)(=O)=O)cc1 returned GAA glycogen mod 1%, aGlu spleen mod -5%, GoLoco inh red 9%, GAA inhib inconclusive, HTT ATP protect 6%, HttQ103 aggreg -11% and IMPase Li inh 0%[38.3 µM].
Screening CN(CCc1ccccn1)C(=O)c1nn2c(C(F)(F)F)cc(-c3ccco3)nc2c1Cl returned GAA glycogen mod 18%, aGlu spleen mod -6%, GoLoco inh red -3%, GAA inhib inconclusive, HTT ATP protect -3%[10 µM], HttQ103 aggreg -13% and IMPase Li inh 4%[38.3 µM].
COc1ccc(NC(=O)c2ccc3ccccc3n2)cc1S(=O)(=O)N1CCCCC1 was read as GAA glycogen mod -5%, aGlu spleen mod -15%, GoLoco inh red -2%, GAA inhib 1%, HTT ATP protect -11%[10 µM], HttQ103 aggreg -14% and IMPase Li inh 11%.
Cc1ccc(NC(=O)CSc2nc3c(c(=O)[nH]2)CCC3)cc1C was read as GAA glycogen mod 4%, aGlu spleen mod 2%, GoLoco inh red 4%, GAA inhib 1%, HTT ATP protect -21%, HttQ103 aggreg -12% and IMPase Li inh 7%[38.3 µM].
`CCOC(=O)C1(Cc2ccccc2)CCN(Cc2ccc(C)s2)CC1` gave GAA glycogen mod -5%, aGlu spleen mod 0%, GoLoco inh red 14%, GAA inhib -1%, HTT ATP protect 12%[10 µM], HttQ103 aggreg -4%[9.22 µM] and IMPase Li inh 13%.
`O=C(CN1C(=O)C2CCCCN2C(=O)c2ccccc21)N1CCCc2ccccc21` (stereo not drawn) gave GAA glycogen mod -11%, aGlu spleen mod 1%, GoLoco inh red -2%, GAA inhib -8%, HTT ATP protect 3%[10 µM], HttQ103 aggreg 7% and IMPase Li inh 9%[38.3 µM].
`CCOc1ccc(-c2nc(N)ncc2Oc2ccc(OC)cc2)c(O)c1` gave GAA glycogen mod -1%, aGlu spleen mod 0%, GoLoco inh red -4%, GAA inhib -2%, HTT ATP protect 38%[10 µM] and HttQ103 aggreg 5%[9.22 µM].
Cc1ccc(S(=O)(=O)NCC(=O)N2CCCCC2)cc1 was read as GAA glycogen mod 10%, aGlu spleen mod -6%, GoLoco inh red 2%, GAA inhib -1%[15.4 µM], HTT ATP protect -38%[inhibitor], HttQ103 aggreg -10% and IMPase Li inh -5%[38.3 µM].
Cc1cccc(-n2nc3c([n+]2[O-])CCc2nonc2-3)c1C was read as GAA glycogen mod -2%, aGlu spleen mod -11%, GoLoco inh red 25%, GAA inhib 5%, HttQ103 aggreg -1% and IMPase Li inh -2%.
`O=C(Cc1ccc(Cl)cc1)NCCN1CCCC1` gave GAA glycogen mod 0%, aGlu spleen mod 0%, GoLoco inh red 3%, GAA inhib inconclusive, HTT ATP protect 2%, HttQ103 aggreg -22% and IMPase Li inh 25%[38.3 µM].
For O=C(NC1CC1)C1CCN(c2ccc(S(=O)(=O)N3CCOCC3)cc2)CC1 the results were GAA glycogen mod -5%, aGlu spleen mod -3%, GoLoco inh red 9%, GAA inhib inconclusive, HTT ATP protect 12%[10 µM], HttQ103 aggreg -6% and IMPase Li inh 13%[38.3 µM].
For COc1cccc(NC(=O)CSc2nc3c(oc4ccccc43)c(=O)[nH]2)c1 the results were GAA glycogen mod 2%, aGlu spleen mod 5%, GoLoco inh red 3%, GAA inhib 5%, HttQ103 aggreg 12% and IMPase Li inh -7%.
CC(C)(C)C(=O)NC1=NCCS1 was read as GAA glycogen mod 9%, aGlu spleen mod -6%, GoLoco inh red -9%, GAA inhib 6%, HTT ATP protect 7%, HttQ103 aggreg 11% and IMPase Li inh -13%[38.3 µM].
For Nc1ccc(-c2nc3ccc(C(=O)O)cc3s2)cc1 the results were GAA glycogen mod -1%, aGlu spleen mod inconclusive, GoLoco inh red 5%, GAA inhib inconclusive, HTT ATP protect -47%[inhibitor][10 µM], HttQ103 aggreg 5% and IMPase Li inh -26%.
COc1ccc(NC(=O)C2CC(=O)N(c3cccc(C)c3C)C2)cc1 (stereo not drawn) was read as GAA glycogen mod -4%, aGlu spleen mod -7%, GoLoco inh red 5%, GAA inhib -2%, HTT ATP protect -8%[10 µM], HttQ103 aggreg 11% and IMPase Li inh -11%[38.3 µM].
`CCc1ccc(C2CC(c3ccc(F)cc3)Nc3nc(N)nn32)cc1` (stereo not drawn) gave GAA glycogen mod -1%, aGlu spleen mod -2%, GoLoco inh red -6%, GAA inhib -4%, HTT ATP protect 15%[10 µM], HttQ103 aggreg -10% and IMPase Li inh 40%[activator][38.3 µM].
CCN(CC)S(=O)(=O)c1cc(C)c(C)cc1Br was read as GAA glycogen mod 1%, aGlu spleen mod 1%, GoLoco inh red 1%, GAA inhib -11%, HTT ATP protect -3%, HttQ103 aggreg -21% and IMPase Li inh 6%.
For Cc1cccc2c1-c1sc(C(=O)Nc3cccc([N+](=O)[O-])c3C)cc1CO2 the results were GAA glycogen mod -7%, aGlu spleen mod 0%, GoLoco inh red -28%, GAA inhib 3%, HTT ATP protect -9%[10 µM], HttQ103 aggreg 6% and IMPase Li inh -7%.
`Cc1cc(C(=O)Cn2nc(C(=O)O)c3ccccc3c2=O)c(C)n1C1CC1` gave GAA glycogen mod 0%, aGlu spleen mod 5%, GoLoco inh red 9%, GAA inhib -12%, HttQ103 aggreg 5% and IMPase Li inh 0%.
Nc1ccc(N2CCN(c3ccc(F)cc3)CC2)cc1 was read as GAA glycogen mod 21%, aGlu spleen mod 7%, GoLoco inh red 4%, GAA inhib 11%, HTT ATP protect -21%, HttQ103 aggreg inconclusive and IMPase Li inh 4%.
For C[n+]1c2n(c3ccccc31)N=C(c1cc(C(C)(C)C)c(O)c(C(C)(C)C)c1)CS2 the results were GAA glycogen mod 0%, aGlu spleen mod -2%, GoLoco inh red 11%, GAA inhib 3% and IMPase Li inh 29%.
For COCC(C)NC(=O)CSc1nc(-c2ccccc2)c(-c2ccccc2)o1 (stereo not drawn) the results were GAA glycogen mod -8%, aGlu spleen mod 0%, GoLoco inh red 0%, GAA inhib 5%, HTT ATP protect -10%, HttQ103 aggreg -14% and IMPase Li inh 12%[38.3 µM].
Screening C=CCn1c(N)c(C(=O)Nc2ccccc2OC)sc1=S returned GAA glycogen mod -17%, aGlu spleen mod -5%, GAA inhib -3%, HTT ATP protect 1% and HttQ103 aggreg -12%.
For O=C(CCn1c(=O)oc2ccccc21)Nc1nccs1 the results were GAA glycogen mod -1%, aGlu spleen mod 5%, GoLoco inh red 5%, GAA inhib -2%, HTT ATP protect -13%, HttQ103 aggreg -1% and IMPase Li inh 5%[38.3 µM].
O=C(N/N=C/c1ccc(Br)o1)c1cccnc1 was read as GAA glycogen mod 12%, aGlu spleen mod -9%, GoLoco inh red -1%, GAA inhib -11%, HTT ATP protect 3%[10 µM], HttQ103 aggreg -7% and IMPase Li inh 0%.
Screening Cc1cccc(N=c2oc3cc(O)ccc3cc2C(N)=O)c1 returned GAA glycogen mod -10%, aGlu spleen mod inconclusive, GoLoco inh red 6%, GAA inhib inconclusive, HTT ATP protect -40%[inhibitor], HttQ103 aggreg 8.9µM* and IMPase Li inh 10%[38.3 µM].
Screening COc1ccc(Nc2nc3ccccc3nc2C)cc1 returned GAA glycogen mod -7%, aGlu spleen mod -2%, GoLoco inh red 110%[activator], GAA inhib -11%, HTT ATP protect -36%, HttQ103 aggreg -7% and IMPase Li inh 2%[38.3 µM].

Ordered by number of heavy atoms (low to high): some entries from above
For Nc1ccc(-c2nc3ccc(C(=O)O)cc3s2)cc1 the results were GAA glycogen mod -1%, aGlu spleen mod inconclusive, GoLoco inh red 5%, GAA inhib inconclusive, HTT ATP protect -47%[inhibitor][10 µM], HttQ103 aggreg 5% and IMPase Li inh -26%.
Nc1ccc(N2CCN(c3ccc(F)cc3)CC2)cc1 was read as GAA glycogen mod 21%, aGlu spleen mod 7%, GoLoco inh red 4%, GAA inhib 11%, HTT ATP protect -21%, HttQ103 aggreg inconclusive and IMPase Li inh 4%.
Screening C=CCn1c(N)c(C(=O)Nc2ccccc2OC)sc1=S returned GAA glycogen mod -17%, aGlu spleen mod -5%, GAA inhib -3%, HTT ATP protect 1% and HttQ103 aggreg -12%.

Screens deposited in PubChem BioAssay by National Center for Advancing Translational Sciences (NCATS).
